# From PubChem BioAssay
# FAS TE block: FAS thioesterase (human) inhibition; P49327; recombinant FAS-TE, OMFH fluorogenic substrate, fluorescence endpoint; inhibition, % at 15 µM; 360,000 tested, 0.67% active; AID 602261;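 active = compounds whose normalised, plate-corrected inhibition of enzyme fluorescence in the single-dose primary screen is 50% or more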;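 also: 0% = DMSO with enzyme and 100% = substrate without enzyme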
# Rin1 Abl inh: human Rin1-Abl interaction inhibition. TR-FRET Rin1/Abl binding, biochemical. AID 588664. inhibition, % at 7.35 µM. 360,000 tested, 0.4% active; in the data active = inhibition above about 5%, passing the limit was not always enough
# NadD block: blocks S. aureus nicotinate mononucleotide adenylyltransferase. purified NadD enzyme, colorimetric absorbance read-out. inhibition, % at 20 µM. 360,000 tested, 0.78% active; in the data active = inhibition above about 26%; also: some compounds past the cut are filed as inactive
# Neddyl block: blocks human cullin neddylation; 360,000 tested, 0.58% active; P61081+Q13564; calls only at 25 µM; TR-FRET cullin neddylation, biochemical; in the data active = inhibition above about 36%
# Target sequence (P61081 whole entry, looked up): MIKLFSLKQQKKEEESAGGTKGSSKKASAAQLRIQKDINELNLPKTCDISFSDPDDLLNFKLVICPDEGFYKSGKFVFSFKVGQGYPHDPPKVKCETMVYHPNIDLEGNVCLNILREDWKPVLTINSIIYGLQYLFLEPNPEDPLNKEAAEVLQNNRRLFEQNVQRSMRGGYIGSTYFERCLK
# Target sequence (Q13564 whole entry, looked up): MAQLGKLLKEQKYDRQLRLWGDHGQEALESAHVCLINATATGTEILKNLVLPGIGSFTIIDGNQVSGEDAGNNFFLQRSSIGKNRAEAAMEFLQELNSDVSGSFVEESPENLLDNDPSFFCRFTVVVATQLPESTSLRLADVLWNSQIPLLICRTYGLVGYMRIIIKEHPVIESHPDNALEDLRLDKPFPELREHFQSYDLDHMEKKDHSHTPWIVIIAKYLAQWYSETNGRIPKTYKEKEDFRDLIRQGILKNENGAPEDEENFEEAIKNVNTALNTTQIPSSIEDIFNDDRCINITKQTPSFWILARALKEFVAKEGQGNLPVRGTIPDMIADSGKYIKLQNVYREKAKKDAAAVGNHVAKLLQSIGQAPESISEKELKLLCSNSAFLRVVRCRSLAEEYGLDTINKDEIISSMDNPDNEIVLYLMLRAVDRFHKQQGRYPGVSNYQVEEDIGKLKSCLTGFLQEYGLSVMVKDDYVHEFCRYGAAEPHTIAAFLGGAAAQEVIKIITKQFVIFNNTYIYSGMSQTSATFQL
# CSN inh: inhibitors of human CSN-mediated cullin deneddylation | Q92905 | Purified CSN, SCF-Nedd8-OG deneddylation, fluorescence polarization | inhibition, % at 12.5 µM | 360,000 tested, 0.38% active;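 active = pattern-corrected inhibition above about 35%, with an unprinted fluorescence ratio check between 0.5 and 1.5, limit read from the data, passing the limit was not always enough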;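 also: 0% = enzyme with substrate and 100% = substrate without enzyme; some results filed as inactive read as strong as hits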
#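 Schedule: reaction 90 min, room temperature / Assay system: HEK293T-derived human Csn5 enzyme / Input: Csn5 at 0.24 nM final / Measure: inhibition of Csn5 cleavage, % / Control set: substrate-only high control, full reaction low control / Technique: fluorescence polarization of the substrate / Buffer or medium: Tris/NaCl/DTT buffer, pH 7.5 / Reagent: SCFSkp2-Nedd8OG substrate at 10 nM final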
# MLLE-PAM2 inh: inhibitors of microRNA-mediated deadenylation, human PABP1 MLLE binding; P11940; GST-MLLE / FITC-PAM2 fluorescence polarization; inhibition, % at 20 µM; 360,000 tested, 0.36% active; in the data active = inhibition above about 35%, passing the limit was not always enough;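 also: plate controls were DMSO wells with GST-MLLE for no effect and wells lacking GST-MLLE protein for full effect; some results filed as inactive read as strong as hits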
# Rpn11 block: Rpn11 (human) deubiquitinase inhibition; O00487; human 26S proteasome, Ub4-pepOG fluorescence polarization; 20S core pre-blocked with epoxomicin; calls only at 20 µM; 360,000 tested, 0.59% active;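 active = inhibition at 20 µM, scaled to each plate's controls, above about 33%, limit read from the data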
# SKN-1 inh: inhibitors of C. elegans SKN-1. C. elegans VP596 Pgst-4::GFP/RFP ratio, acrylamide-induced, 24 h. inhibition, % at 21.8 µM. 360,000 tested, 0.49% active;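 active = interference check ratio from 0.5 to 1.5 plus GFP to RFP signal ratio inhibition reaching or exceeding a fixed threshold, cut at about 30% in these data, passing the limit was not always enough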; also: some compounds called inactive have numbers as strong as hits
# MT1-MMP act inh: MT1-MMP (human) activation inhibition; GFP/RFP ratio change, % at 20 µM; HT1080 RFP-PRO-GFP cells, GFP/RFP ratio fluorescence, overnight; percent of plate control window, DMSO zero; 360,000 tested, 0.061% active; P50281;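 active = GFP/RFP ratio change of at least 30% with cell ATP level not reduced by more than half and red fluorescence within 50% of control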; also: strong numbers were not always called active
#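 Read-out: GFP/RFP fluorescence ratio; Test system: RFP-PRO-GFP reporter HT1080 cells; Compound dosing: single-point 20 µM compound, 1% DMSO; Times: overnight compound exposure at 37 °C.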
# The depositor's hits bear a star; i = inactive; · = no result given.
smiles	FAS TE block	Rin1 Abl inh	NadD block	Neddyl block	CSN inh	MLLE-PAM2 inh	Rpn11 block	SKN-1 inh	MT1-MMP act inh
O=C(Nc1cccc(NC(=O)c2ccc(Cl)cc2Cl)c1)c1cccnc1	2	1	-8	i	-3	0	i	23	2
CCN(CCCNC(=O)CCn1c(=O)[nH]c2ccccc2c1=O)c1ccccc1	-9	-2	-7	i	-2	-12	i	-4	-3
COc1ccccc1N(C)S(=O)(=O)c1ccc(Cl)c(C(=O)N2CCC2)c1	-8	1	-2	i	3	14	i	-8	3
N#CC(C#N)=C1NC(N)=C(C#N)C(c2ccccc2)=C1C#N	0	-32	6	i	7	-88	i	13	-4
O=C(Nc1ccccc1C(=O)Nc1ccc2c(c1)OCO2)c1cccs1	21	-2	-4	i	-5	-7	i	13	-7
CCOC(=O)c1sc2ccccc2c1NC(=O)c1coc2ccccc2c1=O	28	1	-3	i	-14	35	i	-1	-7
CCN(CC)S(=O)(=O)c1cccc(NC(=O)c2cc(=O)[nH]c3ccccc23)c1	-6	-1	2	i	-6	-16	i	3	6
CCN(CC)S(=O)(=O)c1ccc(C(=O)OCCN2C(=O)c3cccc4c(N5CCOCC5)ccc(c34)C2=O)cc1	-131	-3	-4	i	-66	i	i	-34	-118

# (further entries)
smiles	FAS TE block	Rin1 Abl inh	NadD block	Neddyl block	CSN inh	MLLE-PAM2 inh	Rpn11 block	SKN-1 inh	MT1-MMP act inh
CCC1(c2ccccc2)NC(=O)N(CC(=O)N(C)Cc2c(F)cccc2Cl)C1=O (stereo not drawn)	-4	1	-9	i	2	-14	i	-3	3
CC1(C)Cc2c(sc3nn[nH]c(=O)c23)CO1	-6	-1	5	i	0	30	i	18	3
Cc1sc2ncnc(N3CCN(Cc4ccccc4)CC3)c2c1-c1ccccc1	26	1	-10	i	4	10	i	20	-3
O=S(=O)(NCCSc1nnc(-c2ccco2)n1-c1ccccc1)c1ccccc1	-6	1	4	i	-4	-1	i	8	-4
C1CCC(OCCN2CCN(CCOC3CCCCC3)CC2)CC1	-6	0	0	i	0	-10	i	5	5
N#CCc1nc(C(c2ccccc2)c2ccccc2)no1	3	2	11	i	6	-45	·	-2	-7
COc1cc2c(c(OC)c1OC)-c1c(cc3c(c1O)OCO3)C[C@@H](C)[C@@H](C)C2	23	0	-4	i	1	-25	i	3	3
CC(C)=CCOc1ccc2c(C)c(CC(=O)N3C[C@H]4C[C@@H](C3)c3cccc(=O)n3C4)c(=O)oc2c1C	-6	2	8	·	5	-4	i	1	3

# (list continues)
smiles	FAS TE block	Rin1 Abl inh	NadD block	Neddyl block	CSN inh	MLLE-PAM2 inh	Rpn11 block	SKN-1 inh	MT1-MMP act inh
N#CC(C#N)=Cc1cccn1-c1ccc(C(=O)O)cc1	5	2	-2	i	28	0	i	6	1
COC(=O)c1ccc(NC(=S)NC2CCc3ccccc32)cc1 (stereo not drawn)	11	0	-10	i	-1	14	i	5	2
Cc1ccccc1OCC(O)CN (stereo not drawn)	-9	2	-6	i	-4	0	i	-24	-5
COc1cccc(-c2cc(N3C(=O)Nc4ccccc4N3O)n[nH]2)c1	-8	0	2	i	2	15	i	5	-1
O=C(NC(=S)Nc1ccccc1Cl)c1cncc(C#Cc2ccccc2)c1	28	-1	3	i	0	35	i	-1	0
O=S(=O)(c1ccc(-c2ccon2)s1)N1CCOCC1	-6	-1	1	i	0	-7	i	0	-2
CC(C)C(=O)NC(=S)/C=C1/N(C)c2ccccc2C1(C)C	-4	-3	7	i	48*	-72	·	60	-4
Cn1ncc(Cl)c1C(=O)NCC1CCCO1 (stereo not drawn)	-5	-1	3	i	-3	-4	i	12	-4

# Going on with the list:
smiles	FAS TE block	Rin1 Abl inh	NadD block	Neddyl block	CSN inh	MLLE-PAM2 inh	Rpn11 block	SKN-1 inh	MT1-MMP act inh
CCN(C(=O)c1cccc(S(=O)(=O)N2CCCCC2)c1)C1CCS(=O)(=O)C1 (stereo not drawn)	-12	1	-2	i	0	3	i	20	2
CN(C)S(=O)(=O)c1ccc(C(=O)NC(=O)CSc2nncs2)cc1	-8	2	5	i	2	17	i	-4	3
Clc1ccc(N2CCN(c3nc4nonc4nc3N3CCSCC3)CC2)nc1	14	-3	0	i	-2	16	i	2	0
CCCN1CCN(S(=O)(=O)c2ccc3c(c2)NC(=O)C(C)S3)CC1 (stereo not drawn)	-5	-4	1	i	5	13	i	16	1
CCc1c(C)nc(SCCOc2ccc(OC)cc2)[nH]c1=O	-2	4	5	i	3	11	i	11	0
O=C(CN1C(=O)NC2(CCCC2)C1=O)N1CCN(c2ccc(C(F)(F)F)cc2[N+](=O)[O-])CC1	-3	3	4	i	0	-2	i	3	7
CC1CCN(CCCNC(=O)C2CCC(=O)N2C2CCCC2)CC1 (stereo not drawn)	-4	3	0	i	-2	7	i	3	-1
CN1C(=O)/C(=C/c2ccc(OCc3ccccc3F)cc2)NC1=S	1	2	-8	i	-1	-108	i	22	-2

# Additional structures follow.
smiles	FAS TE block	Rin1 Abl inh	NadD block	Neddyl block	CSN inh	MLLE-PAM2 inh	Rpn11 block	SKN-1 inh	MT1-MMP act inh
O=C(COc1cccc2cccnc12)N/N=C/c1ccc(O)cc1	0	-1	2	i	3	5	i	-2	0
CC(=O)Nc1nnc(SCC(=O)c2ccc(F)cc2)s1	3	2	3	i	-12	26	i	0	-2
Cc1ccc(CNC(=O)CSc2nc(=O)n3ccc(C)cc3n2)cc1	-7	0	9	i	4	-17	i	12	-1
Cc1csc(=O)n1CCC(=O)OCc1nnc(-c2ccccc2Cl)o1	4	0	0	i	-2	17	i	-4	-1
CN(C)/C=N/C(=S)Nc1ccccc1Cl	-3	1	5	i	3	13	i	8	2
CC(NC(=O)COC(=O)c1ccc2ccccc2n1)c1ccccc1 (stereo not drawn)	-10	-3	-4	i	2	-5	i	-9	2
COc1ccc(C(=O)Nc2ccc(NC(=O)C3CCCCC3)nc2)cc1	-4	1	2	i	5	9	i	-3	1
CCOc1cc(/C=N\NC(=O)c2ccc(NC(=O)C(C)(C)C)cc2)ccc1OC(=O)c1cccc(C)c1	24	-2	16	i	3	-4	i	1	7

# Additional results follow.
smiles	FAS TE block	Rin1 Abl inh	NadD block	Neddyl block	CSN inh	MLLE-PAM2 inh	Rpn11 block	SKN-1 inh	MT1-MMP act inh
COc1ccc(OCCCCN(C)Cc2ccccc2)cc1	0	1	-5	i	2	1	i	-3	3
COc1ccc(NC(=O)O/N=C/c2ccccc2Cl)cc1	18	-2	-9	i	4	-5	i	-1	3
[N-]=[N+]=CC(=O)CC(c1ccccc1)N1C(=O)c2ccccc2C1=O (stereo not drawn)	-11	-4	4	i	-4	14	i	5	17
COc1ccc2c(Cl)c(C(=O)N/N=C/c3cccnc3)sc2c1	-3	0	2	i	-6	21	i	20	1
O=C(CNc1ccc2ccccc2c1)N/N=C/c1ccc(C(=O)O)cc1	-4	2	6	i	3	-10	i	-5	-10
COc1ccc(CCNc2cn[nH]c(=O)c2Cl)cc1OC	-4	0	0	i	3	6	i	4	4
C=CCn1c(SCC(=O)Nc2cccc(C)c2)nnc1-c1cnccn1	-3	-1	-6	i	5	-14	i	-15	2
COc1ccccc1OCC(=O)NNC(=O)c1ccc(F)c(S(=O)(=O)N2CCOCC2)c1	-6	3	1	i	0	-5	i	5	8

# 13 successive compounds out of the list so far, quoted:
smiles	FAS TE block	Rin1 Abl inh	NadD block	Neddyl block	CSN inh	MLLE-PAM2 inh	Rpn11 block	SKN-1 inh	MT1-MMP act inh
Cc1ccc(CNC(=O)CSc2nc(=O)n3ccc(C)cc3n2)cc1	-7	0	9	i	4	-17	i	12	-1
Cc1csc(=O)n1CCC(=O)OCc1nnc(-c2ccccc2Cl)o1	4	0	0	i	-2	17	i	-4	-1
CN(C)/C=N/C(=S)Nc1ccccc1Cl	-3	1	5	i	3	13	i	8	2
CC(NC(=O)COC(=O)c1ccc2ccccc2n1)c1ccccc1 (stereo not drawn)	-10	-3	-4	i	2	-5	i	-9	2
COc1ccc(C(=O)Nc2ccc(NC(=O)C3CCCCC3)nc2)cc1	-4	1	2	i	5	9	i	-3	1
CCOc1cc(/C=N\NC(=O)c2ccc(NC(=O)C(C)(C)C)cc2)ccc1OC(=O)c1cccc(C)c1	24	-2	16	i	3	-4	i	1	7
COc1ccc(OCCCCN(C)Cc2ccccc2)cc1	0	1	-5	i	2	1	i	-3	3
COc1ccc(NC(=O)O/N=C/c2ccccc2Cl)cc1	18	-2	-9	i	4	-5	i	-1	3
[N-]=[N+]=CC(=O)CC(c1ccccc1)N1C(=O)c2ccccc2C1=O (stereo not drawn)	-11	-4	4	i	-4	14	i	5	17
COc1ccc2c(Cl)c(C(=O)N/N=C/c3cccnc3)sc2c1	-3	0	2	i	-6	21	i	20	1
O=C(CNc1ccc2ccccc2c1)N/N=C/c1ccc(C(=O)O)cc1	-4	2	6	i	3	-10	i	-5	-10
COc1ccc(CCNc2cn[nH]c(=O)c2Cl)cc1OC	-4	0	0	i	3	6	i	4	4
C=CCn1c(SCC(=O)Nc2cccc(C)c2)nnc1-c1cnccn1	-3	-1	-6	i	5	-14	i	-15	2

# (cont.)
smiles	FAS TE block	Rin1 Abl inh	NadD block	Neddyl block	CSN inh	MLLE-PAM2 inh	Rpn11 block	SKN-1 inh	MT1-MMP act inh
CN(C)CCN(C(=O)c1cccc2ccccc12)c1nc2cc3c(cc2s1)OCO3	19	-2	-2	i	1	17	i	-16	-7
COc1ccc(CNCCS(=O)(=O)NN2CCOCC2)cc1	-12	3	-1	i	-3	27	i	-4	4
COC(=O)[C@]1(Cc2ccccc2)N[C@H](CN(C)C(C)=O)[C@@H]2C(=O)N(Cc3ccccc3)C(=O)[C@@H]21	-5	2	2	i	0	7	i	15	0
CC(=O)N=c1cccc(NC(C)=O)n1O	-12	0	-1	i	3	-2	i	1	-1
COCCNc1nc(NCCOc2ccccc2)c2sc(-c3ccccc3)cc2n1	3	-6	8	i	-3	8	i	15	-1
COc1ccccc1NC(=O)c1nn(-c2cccc(C(F)(F)F)c2)ccc1=O	5	-3	-1	i	-8	-5	i	-18	3
